Tau fibril FP: qHTS for Inhibitors of Tau Fibril Formation, Fluorescence Polarization. Microtubule-associated protein tau (Homo sapiens), P10636. K18 P301L tau heparin fibrillization, Alexa594 FP, 6 h. Potency, µM (top dose mostly 57.7 µM), for the others: top-dose activity, negative = inhibition, hits mostly inhibitors. actives 0.39% (n = 280,000). AID 1468, 2008; also: % is scaled to controls: 0 for no effect and ±100 for the full control effect; nearly all actives have a fitted effect of over 55% in size
Target sequence (P10636 561-689 P618L limits assumed): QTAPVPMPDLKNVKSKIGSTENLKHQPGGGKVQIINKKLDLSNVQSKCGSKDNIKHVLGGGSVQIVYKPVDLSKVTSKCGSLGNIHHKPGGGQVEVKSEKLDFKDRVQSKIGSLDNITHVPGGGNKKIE
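Heparin (20 uM) drove fibril formation of recombinant tau K18 P301L, 15 uM unlabeled with 0.24 uM Alexa 594 label, for 6 hr at 37 C in 100 mM sodium acetate pH 7. Fluorescence polarization (555/632 nm) read 1 hr after 30 uM ThT.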
ALDH1A1 inh: qHTS Assay for Inhibitors of Aldehyde Dehydrogenase 1 (ALDH1A1); Aldehyde dehydrogenase 1A1 (Homo sapiens), P00352; Purified ALDH1A1, NADH fluorescence, propionaldehyde substrate; Potency, µM (doses to about 75.3 µM), without a hit: top-dose activity, negative = inhibition, actives largely listed as inhibitors; actives 7.3% (n = 220,000); AID 1030, 2008; active = well fitted inhibition curve with a large enough effect, not every such curve was filed as active; inconclusive = small, poorly fitted or top-dose-only effect, or another doubt; inactive = no such curve, though single readings can be large or run the other way;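 also: plate controls were no enzyme wells and a reference inhibitor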
Target sequence (P00352 whole entry, looked up): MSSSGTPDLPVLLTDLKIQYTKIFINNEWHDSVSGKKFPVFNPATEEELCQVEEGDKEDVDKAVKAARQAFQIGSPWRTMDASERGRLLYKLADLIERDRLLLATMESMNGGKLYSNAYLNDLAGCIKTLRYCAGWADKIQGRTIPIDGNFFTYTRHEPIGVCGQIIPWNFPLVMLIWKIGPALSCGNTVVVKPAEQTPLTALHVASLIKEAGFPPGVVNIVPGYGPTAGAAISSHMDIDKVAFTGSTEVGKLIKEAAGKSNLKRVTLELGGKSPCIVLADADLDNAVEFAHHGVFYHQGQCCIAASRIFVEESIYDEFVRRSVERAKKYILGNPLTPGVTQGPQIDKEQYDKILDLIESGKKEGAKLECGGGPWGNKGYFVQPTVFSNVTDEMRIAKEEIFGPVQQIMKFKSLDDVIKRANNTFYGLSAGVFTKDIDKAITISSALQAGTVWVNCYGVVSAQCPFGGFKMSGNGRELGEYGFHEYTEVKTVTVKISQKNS
HTT cytoprotect: qHTS Multiplex Assay to Identify Dual Action Probes in a Cell Model of Huntington: Cytoprotection (ATP). Potency, µM (doses to about 56.4 µM), inactives show cytoprotection (ATP increase), usual class: activators. AID 1471, 2008. PC12 HTT-Q103 induced, cytoprotection, ATP luminescence, 40 h. actives 0.14% (n = 230,000);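 also: % of control where 0% means no effect; nearly all actives have a fitted effect of over 45% in size; toxic huntingtin expression switched on by the ecdysone agonist tebufenozide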
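PC12 cells stably carrying ecdysone-inducible Htt exon 1 (Q103)–GFP were induced with 100 nM tebufenozide (final) alongside library compounds in a dose series. Cytoprotection was scored as retained ATP by ATPlite luminescence.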
Tau fibril ThT: qHTS for Inhibitors of Tau Fibril Formation, Thioflavin T Binding | Potency, µM (titrated, usually from 57.4 µM), without a hit: at the top dose activity, negative = inhibition, actives largely listed as inhibitors | AID 1460, 2008 | actives 2.1% (n = 270,000) | recombinant tau K18 P301L, heparin-induced fibrillization, ThT fluorescence; also: % is scaled to controls: 0 for no effect and ±100 for the full control effect; nearly all actives have a fitted effect of over 55% in size
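Using a mix of unlabeled (15 uM) and Alexa 594-labeled (0.24 uM) tau K18 P301L, heparin-triggered fibrillization over 6 hr at 37 C was scored by ThT fluorescence.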
HttQ103 aggreg: qHTS Multiplex Assay to Identify Dual Action Probes in a Cell Model of Huntington: Aggregate Formation (GFP) | Potency, µM (series often up to 46.1 µM), for inactives: at the highest dose activity change, negative = inhibition, actives largely listed as inhibitors | AID 1688, 2009 | actives 1.1% (n = 220,000) | PC12 HttQ103-GFP aggregates, Acumen cytometry, 40 h; also: % is scaled to controls: 0 for no effect and ±100 for the full control effect; nearly all actives have a fitted effect of over 60% in size
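Inducible Q103 Huntingtin exon 1–GFP PC12 line, 1500 cells/well in phenol red free DMEM with 5% equine and 5% calf serum. Tebufenozide 100 nM induced expression; compounds titrated; aggregates quantified by cytometry.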
KDM4E inh: qHTS Assay for Inhibitors of Human Jumonji Domain Containing 2E (JMJD2E); Potency, µM (doses to about 57.1 µM), inactives show at the highest dose activity change, negative = inhibition, hits mostly inhibitors; AID 2147, 2009; JMJD2E catalytic domain, FDH-coupled NADH fluorescence (FDH is formaldehyde dehydrogenase); Lysine-specific demethylase 4E (Homo sapiens), B2RXH2; actives 1.6% (n = 230,000); active = well fitted inhibition curve with a large enough effect, not every such curve was filed as active; inconclusive = small, poorly fitted or top-dose-only effect, or another doubt; inactive = no such curve, though single readings can be large or run the other way;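 also: 0% = wells with enzyme and -100% = buffer wells without enzyme; nearly all actives have a fitted effect of over 50% in size; many of its hits are not listed in these tables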
Target sequence (B2RXH2 1-337 limits assumed): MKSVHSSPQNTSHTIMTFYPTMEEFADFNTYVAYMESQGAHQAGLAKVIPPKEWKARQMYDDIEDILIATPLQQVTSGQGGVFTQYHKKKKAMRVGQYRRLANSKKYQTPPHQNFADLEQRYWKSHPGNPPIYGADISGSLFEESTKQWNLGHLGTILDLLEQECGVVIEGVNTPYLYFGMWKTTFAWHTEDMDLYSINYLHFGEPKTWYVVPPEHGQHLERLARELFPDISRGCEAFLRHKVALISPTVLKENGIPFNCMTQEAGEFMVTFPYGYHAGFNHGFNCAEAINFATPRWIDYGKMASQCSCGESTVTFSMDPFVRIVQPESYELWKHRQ
SMN2 splice up: qHTS Assay for Enhancers of SMN2 Splice Variant Expression | HEK293 SMN2-luciferase splicing reporter, luminescence, 30-36 h | Potency, µM (titrated, usually from 46.1 µM), inactives show at the top dose activity change, positive = activation, actives largely listed as activators | actives 2.8% (n = 210,000); also: % of control where 0% means no effect; nearly all actives have a fitted effect of over 55% in size
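HEK293 cells carry an SMN2 […]–luciferase reporter in which exon 7 inclusion puts luciferase in frame. Cells were plated 10-12 h before compound addition, then incubated 30-36 h at 37C. ONE-Glo luminescence was read; sodium butyrate at 4.5 mM final served as control.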
Tau fluor counter: Counterscreen qHTS for Inhibitors of Tau Fibril Formation, Fluorescence Polarization | tau K18 P301L Alexa594 fluorescence, heparin fibrillization | Potency, µM (top dose mostly 57.7 µM), without a hit: top-dose activity change, negative = decrease | actives 0.93% (n = 280,000); also: % is scaled to controls: 0 for no effect and ±100 for the full control effect; nearly all actives have a fitted effect of over 55% in size
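Human tau K18 P301L (15 uM unlabeled, 0.24 uM Alexa 594-labeled) in 100 mM sodium acetate pH 7 with 20 uM heparin, 6 hr at 37 C. ThT 30 uM added, 1 hr ambient; Alexa 594 FP and total fluorescence read at 555/632 nm.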
* marks the source's active call; other numbers are inactive results; ? = inconclusive; nt = no result given; [ ] = dose if it differs, or a comment. Unless noted, calls follow the shape of the dose curve; as a rule, active = well fitted curve in the direction sought with a large enough effect; inconclusive = small, poorly fitted or top-dose-only effect, or another doubt; inactive = no such curve, though single readings can be large; an effect the other way counts as inactive or inconclusive. Potency is read from the fitted curve at half-maximal effect. These rows are one share of the data. The share of hits here may be higher or lower than overall.

SMILES	Tau fibril FP	ALDH1A1 inh	HTT cytoprotect	Tau fibril ThT	HttQ103 aggreg	KDM4E inh	SMN2 splice up	Tau fluor counter
COc1ccc(N(CC(=O)N/N=C/c2ccc3c(c2)OCO3)S(=O)(=O)c2ccc(NC(C)=O)cc2)cc1	?	?	-33.7%	1.2%	7.4%	?	-6.5%	?
COc1cc(OC)c(C(=O)OCC(=O)c2cc(C)n(CC3CCCO3)c2C)cc1OC (stereo not given)	-4.9%	-0.2%	-87.9%[inhibitor]	-8.4%	-18.5%	7.2%	7.1%	-6.9%
CCN(CC)CCNC(=O)c1cc(Sc2nnc(C)s2)nc2ccccc12	6.1%	8.9%	4.7%[10 µM]	13.3%	-15.3%	-7.0%	16.7%	11.7%
CCOC(=O)c1cc(C(C)=O)c(=O)[nH]c1C	-8.9%	-0.1%	17.7%	-2.5%	22.0%	-14.8%	0.6%	-2.1%
Cn1c(=O)cc(OCCCC(=O)NCc2ccccn2)c2ccccc21	-0.4%	9.5%	-32.9%	3.0%	22.3%	4.9%	23.8%	-0.6%
Cc1ccc(Cn2c(=O)n(CCC(=O)NCc3ccc4c(c3)OCO4)c(=O)c3ccccc32)cc1	-17.3%	1.5%	-21.8%	-5.3%	?	-18.6%	29.2%	-12.4%
COc1ccccc1-n1c2c(cc(C(=O)N3CCC(C)CC3)c1=O)C(=O)CC(C)(C)C2	1.3%	1.5%	-2.6%	-12.4%	0.0%	5.4%	11.8%	-8.1%
COc1ccccc1CNC(=O)C1CC(=O)N(c2ccc(C)c(C)c2)C1 (stereo not given)	1.4%	6.31µM*	-10.6%[0.074 µM]	-3.2%	17.1%	-4.3%	29.7%	-0.1%
N#Cc1c2ncn(CC(=O)c3ccc(Br)cc3)c(=O)c2c2n1CCC2	-13.0%	5.6%	-6.2%	-1.7%	8.6%	-3.8%	17.8%	-8.6%
CN(C)C(=O)CSc1nc2ccccc2n1CC(=O)N1CCN(c2ccccc2)CC1	-4.9%	-3.7%	-34.4%	-10.6%	2.2%	-6.9%	-10.3%	-1.7%
Cc1ccc(NCc2ccncc2)c(Br)c1	5.8%	8.4%	-6.5%[10 µM]	15.5%	-10.9%[9.22 µM]	1.5%	nt	17.3%
Cc1ccc(/C=N/NC(=O)CN2CCN(Cc3ccccc3)CC2)o1	2.6%	nt	34.3%[10 µM]	0.5%	-1.7%[9.22 µM]	-7.7%	nt	0.2%
CCC(C)(C)n1nnnc1CN1CCc2ccccc21	9.6%	-15.9%	2.5%	-9.3%	-3.8%	0.8%	18.2%	-10.1%
COC(=O)c1ccc2c(=O)n(CCN3CCOCC3)c(SCC(=O)c3ccccc3)nc2c1	-3.5%	nt	2.4%[10 µM]	-2.2%	11.4%[9.22 µM]	-0.6%	nt	0.4%
CCCc1cc(=O)[nH]c(/N=C(/NC(=O)C(C)N2C(=O)c3ccccc3C2=O)Nc2ccccc2)n1 (stereo not given)	6.7%	9.6%	7.4%	-1.2%	-11.4%	3.3%	?	2.2%
Cc1ccc(-c2n[nH]c(=S)n2C)cc1	3.9%	4.1%	0.2%	-1.0%	25.0%	-10.8%	3.8%	4.6%
Cc1c(-c2ccc(Cl)cc2)[n+](=O)c(-c2ccccc2)cn1[O-]	-2.7%	nt	15.9%[10 µM]	-8.4%	27.5%[9.22 µM]	-1.6%	nt	-8.0%
CCc1cccc(OCCOCCN2CCCC2)c1	0.6%	-5.5%	-0.3%	-6.9%	-15.4%	?	-8.3%	-3.3%
CCCOc1ccc(NC(=O)C(=O)NCCCN2CCOCC2)cc1	-5.9%	nt	nt	-2.7%	nt	nt	-8.9%	1.5%
N#Cc1c(-c2ccccc2)nc(-c2ccccc2)nc1N1CCOCC1	-14.7%	3.0%	-54.0%[inhibitor]	-9.0%	14.2%	?	-9.5%	-14.5%
COCc1cc(C)nc2sc3c(c12)NC(c1ccccc1C(=O)O)N(c1ccc(OC)cc1)C3=O (stereo not given)	3.4%	nt	nt	-3.6%	nt	nt	1.7%	7.1%
COc1ccccc1C1=NOC(Cn2c(=O)c3c(ncn3C)n(C)c2=O)C1 (stereo not given)	-1.9%	7.1%	-27.3%	-11.8%	-19.0%	3.4%	-10.0%	3.6%
O=Cc1c(C(=O)O)n(CC(=O)O)c2ccccc12	9.1%	5.4%	31.3%[10 µM]	0.8%	-6.7%	-16.2%	2.4%	0.3%
Cc1ccc2[nH]c(-c3ccccc3)c(CN(C)C)c(=O)c2c1	5.1%	-2.5%	-11.8%	-4.9%	20.6%	-3.0%	16.4%	2.0%
CCN(CC)CCn1c(C)nc2ccccc21	-5.7%	nt	-3.4%[10 µM]	nt	-10.4%[9.22 µM]	5.8%	nt	0.5%
N#C/C(=C\C=C\c1ccccc1)C(=O)NCc1cccnc1	-3.5%	0.9%	11.2%[10 µM]	-11.4%	-10.0%[9.22 µM]	-10.1%	nt	-7.2%
COc1ccc(OCC(=O)Nc2ccccc2OC)cc1	0.0%	-1.6%	-20.2%	-13.0%	-13.1%	0.3%	-15.3%	-1.6%
CC1(C)CC(=O)C2=C(C1)Nc1ccccc1N1C(=O)c3ccccc3C21 (stereo not given)	-1.5%	0.3%	-29.5%	1.0%	4.7%	-0.3%	?	-16.5%
CC1CCC(NC(=O)Cn2c(=O)[nH]c3ccsc3c2=O)CC1 (stereo not given)	-7.1%	4.3%	2.3%	-7.9%	10.0%	-1.7%	18.9%	-8.3%
Cc1nnc(Sc2cc(NCCO)c([N+](=O)[O-])c3nonc23)s1	?	-6.4%	-194.9%[inhibitor]	7.94µM*	?	-2.7%	12.9%	?

Just KDM4E inh and HttQ103 aggreg (2 entries from above):
structure | KDM4E inh | HttQ103 aggreg
COC(=O)c1ccc2c(=O)n(CCN3CCOCC3)c(SCC(=O)c3ccccc3)nc2c1 | -0.6% | 11.4%[9.22 µM]
CCCc1cc(=O)[nH]c(/N=C(/NC(=O)C(C)N2C(=O)c3ccccc3C2=O)Nc2ccccc2)n1 (stereo not given) | 3.3% | -11.4%

The list goes on.
SMILES	Tau fibril FP	ALDH1A1 inh	HTT cytoprotect	Tau fibril ThT	HttQ103 aggreg	KDM4E inh	SMN2 splice up	Tau fluor counter
COc1cc(OC)cc(C(=O)Nc2ccc(-c3nc4cc(C(C)C)ccc4o3)cc2)c1	?	nt	nt	13.0%	nt	nt	-28.7%	?
CC[C@@H](c1ccccc1)n1c(=O)n2n(c1=O)[C@H]1[C@H](O)[C@H]3O[C@@H]3/C(=N/OCc3ccccc3)[C@@H]1CC2	-8.3%[11.6 µM]	1.0%[13.5 µM]	11.4%[10 µM]	-6.3%[11.5 µM]	nt	nt	nt	-4.1%[11.6 µM]
Cc1ccc(CCNC(=O)c2cn(C)c3ccc(S(=O)(=O)N(C)C4CCCCC4)cc3c2=O)cc1	?	nt	nt	-1.0%	nt	nt	-0.9%	-22.5%
CC1(C)CC(=O)CC(C)(C)N1OC(=O)c1ccncc1	-4.8%	10.0%	5.0%[0.074 µM]	-4.3%	-9.4%	-2.7%	nt	-0.1%
CCc1ccc(C(=O)NNc2cc(Cl)cc(Cl)c2)cc1	3.0%	?	8.9%[10 µM]	?	-7.3%[9.22 µM]	-10.3%	nt	-24.6%
CNC(=S)NNC(=O)c1cn(C)nc1C	5.6%	-4.6%	nt	-3.8%	7.3%	1.6%	11.4%	4.2%
O=C(CSc1nnc(CN2CCCCC2)n1-c1ccccc1)c1ccc2c(c1)OCO2	7.6%	?	0.4%[10 µM]	-3.1%	11.2%	-5.9%	nt	-0.8%
Cc1ccc(Nc2c3c(nc4nncn24)CCC3)cc1C	0.1%	nt	nt	-3.0%	nt	nt	3.2%	-1.2%
S=C(Nc1ccccc1)N1N=CCC1c1ccccc1 (stereo not given)	-9.1%	?	-1.9%	-9.2%	19.8%	-2.4%	-8.3%	-14.4%
CCn1nc(CC(=O)Nc2ccc(-n3cnnn3)c(OC)c2)c2ccccc2c1=O	-0.2%	12.5%	-12.4%	-0.6%	-11.3%	-5.3%	27.8%	-5.4%
Cc1cccc(NC(=S)NCC(c2cccnc2)N2CCOCC2)c1 (stereo not given)	-7.0%	-6.6%	20.6%[10 µM]	1.3%	-17.3%	1.4%	2.7%	0.1%
CCSc1nnc2n(N)c(=O)c3ccccc3n12	4.0%	8.1%	21.4%	-0.5%	-3.7%	-2.9%	-12.9%	0.9%
COP(=O)(/C=C/c1ccccc1)C(O)c1ccc(F)cc1 (stereo not given)	-0.5%	14.2%	4.4%	3.5%	2.4%	-4.2%	-14.9%	-2.7%
NC(=O)CC(NC(=O)c1ccc(Br)cc1)c1ccc(NCc2ccc(F)cc2)c([N+](=O)[O-])c1 (stereo not given)	-1.4%	nt	-1.3%[10 µM]	?	21.1%[9.22 µM]	0.4%	nt	?
CCCc1cc(=O)oc2cc(C)c3c(C(C)(C)C)coc3c12	-10.3%	nt	nt	-13.1%	nt	nt	7.2%	-9.5%
O=C(NNC(=O)C1CCCCC1)c1cnccn1	?	5.9%	1.0%	-2.0%	-24.1%	-23.4%	5.6%	-1.8%
Cc1ccc(N2C(N)=C(C#N)C(c3cccnc3)C3=C2CCCC3=O)cc1 (stereo not given)	-5.0%	7.0%	-3.0%	-22.1%	16.6%	?	-3.5%	-12.7%

Screening results: PubChem BioAssay, National Center for Advancing Translational Sciences (NCATS)
